S1P2 ag: S1P2 (human) receptor agonism. O95136. S1P2-expressing cell line, agonist reporter read-out. activation, % at 4.5 µM. 0.46% of 97,000 active. AID 729; in the data active means activation above about 16%;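 further: 0% = vehicle low control and 100% = maximal reference agonist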
Target sequence (O95136 whole entry, looked up): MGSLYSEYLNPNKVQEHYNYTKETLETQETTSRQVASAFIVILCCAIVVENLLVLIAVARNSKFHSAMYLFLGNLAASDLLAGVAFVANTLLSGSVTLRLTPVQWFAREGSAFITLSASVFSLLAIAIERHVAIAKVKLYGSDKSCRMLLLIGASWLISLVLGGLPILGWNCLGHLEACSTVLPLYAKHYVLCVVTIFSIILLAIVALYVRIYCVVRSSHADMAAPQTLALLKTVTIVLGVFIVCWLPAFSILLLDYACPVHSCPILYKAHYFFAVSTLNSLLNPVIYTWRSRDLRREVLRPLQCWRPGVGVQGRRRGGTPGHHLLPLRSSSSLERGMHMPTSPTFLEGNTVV
E coli WT exp: growth inhibitors of E. coli BW25113 wild type | AID 710 | 0.15% of 98,000 active | growth inhibition, % at 100 µM | OD600 absorbance;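 active means growth inhibition above about 50% at one test dose, limit read from the data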;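 further: growth measured after 20 h incubation at 37 °C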
S1P2 antag: blocks the human S1P2 receptor; AID 736; cell-based S1P2 antagonist assay, inhibition at 5 uM; inhibition, % at 5 µM; O95136; 0.21% of 97,000 active; in the data active means inhibition above about 45%;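 further: CRE beta-lactamase reporter cells expressing human S1P2 stimulated with S1P; 0% = agonist at EC80 alone and 100% = agonist plus reference antagonist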
Fibroblast inh: blocks proliferation of human lung fibroblasts. LL 47 human lung fibroblast viability, ATP luminescence; hits give low values. viability, % at 10 µM. 1.1% of 85,000 active. AID 719;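 active means viability at or below 50% in the single dose screen; inactive means viability above 50%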;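 further: compound exposure lasted 72 h before the ATP readout; 100% = median luminescence of untreated cell-only wells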
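Test system: LL 47 human lung fibroblasts; Quantity: 1,150 cells/well; Buffer or medium: IMEM plus 15% FBS; Dosing: tenfold compound dosing solution, DMSO at 0.1%; Timing: overnight cell rest, 72 h compound treatment at 37 °C; Detection: ATP-based CellTiter-Glo luminescent readout; Read-out basis: viability percentage against median untreated-cell control; Controls: cell-only wells, no compound.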
HUVEC inhibit: human endothelial cell proliferation inhibition; AID 648; viability, % at 10 µM (by protocol); HUVEC proliferation, CellTiter-Glo luminescence, 72 h; hits give low values; 1.1% of 86,000 active;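 active means viability at or below 30%; inactive means viability above 30%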;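 further: 100% = median luminescence of DMSO-only cell control wells on each plate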
PostGolgi yeast: growth inhibition of a yeast mutant, post-Golgi transport screen; post-Golgi transport phenotypic cell assay; inhibition, % at 10 µM; 0.9% of 98,000 active; AID 739;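 further: yeast cells grown in 1536-well plates; yeast grown about 18 h at 30C before absorbance read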
DAT uptake mod: modulates human dopamine transporter uptake under cocaine | LLC-PK1 hDAT cells, [14C]-dopamine uptake with cocaine IC80; actives deviate in either direction | B-score at 10 µM | 1.3% of 110,000 active;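 active means Z score or B-score, a plate-position-corrected score, falls beyond the plate's 99.7% confidence bounds, in either direction; inactive means both scores lie inside the 99.7% bounds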;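 further: scored against the spread of the other compound wells on the same plate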
PostGolgi ctrl: growth of the yeast control strain, post-Golgi counter-screen | efflux-deficient yeast background strain, growth absorbance A615, 16 h | inhibition, % at 10 µM | AID 738 | 5% of 98,000 active
H69AR inhibit: blocks growth of human H69AR lung tumor cells. H69AR lung tumor viability, ATP luminescence, 72 h; hits give low values. viability, % at 10 µM. 6% of 85,000 active;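 active means viability at or below 40%; inactive means viability above 40%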;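 further: multidrug resistant small cell line overexpressing MRP-1 efflux transporter; 100% = mean luminescence of untreated control wells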
The depositor's hits bear a star; x = not tested or not shown. Unless noted, no stated cut-off is given here; in the data, active means inhibition above about 30%; inactive means the rest.

1	CC(c1ccco1)N(C(=O)C12CC3CC(CC(C)(C3)C1)C2)c1ccccn1 (configuration not stated)
2	O=C1CC(=O)N(CCc2ccc(F)cc2)C(=O)N1
3	CC1(C)NC(=O)N(CC(=O)O)C1=O
4	Cc1ccccc1-c1noc(C2CCCCC2)n1
5	O=C(COc1ccc2c(c1)OCO2)Nc1ccc2c(c1)oc1ccccc12
6	Cc1ccc(C23CC4CC(CC(NC(=O)NCCN(C)C)(C4)C2)C3)cc1
Screen / compound no.,1,2,3,4,5,6
S1P2 ag,0,-6,-5,0,-6,-4
E coli WT exp,1,-7,1,4,3,7
S1P2 antag,-3,16,-16,0,-5,0
Fibroblast inh,98,97,x,99,100,x
HUVEC inhibit,113,100,x,102,77,x
PostGolgi yeast,6,-5,-1,20,-5,13
DAT uptake mod,-0.24,1.2,0.15,-0.47,-0.062,-1
PostGolgi ctrl,7,4,1,19,-6,5
H69AR inhibit,93,84,x,104,82,x

By substructure, the compounds so far containing a furan ring, fused or not (2)
1	CC(c1ccco1)N(C(=O)C12CC3CC(CC(C)(C3)C1)C2)c1ccccn1 (configuration not stated)
5	O=C(COc1ccc2c(c1)OCO2)Nc1ccc2c(c1)oc1ccccc12
Screen / compound no.,1,5
S1P2 ag,0,-6
E coli WT exp,1,3
S1P2 antag,-3,-5
Fibroblast inh,98,100
HUVEC inhibit,113,77
PostGolgi yeast,6,-5
DAT uptake mod,-0.24,-0.062
PostGolgi ctrl,7,-6
H69AR inhibit,93,82

(more compounds)
7	CCOc1ccc(/C(O)=C2\C(=O)C(=O)N(CCOCCO)C2c2ccccc2OC)cc1 (configuration not stated)
8	COc1ccc(N=C2S/C(=C\c3ccc(N4CCOCC4)o3)C(=O)N2CCc2c[nH]c3ccccc23)cc1
9	COc1ccc(/C(C)=N/NC(=O)c2nc(C)cc(C)n2)cc1
10	CS(=O)(=O)N(CC(=O)N1CCCC1)c1cccc(Cl)c1
11	C/C(=C\c1ccco1)C1C(C#N)=C(N)Oc2n[nH]c(-c3ccccc3)c21 (configuration not stated)
12	CCCCCN(C(=O)NC(=O)NCCCC)S(C)(=O)=O
Screen / compound no.,7,8,9,10,11,12
S1P2 ag,-5,-4,-4,x,-1,-6
E coli WT exp,9,-8,1,1,-13,6
S1P2 antag,18,48*,-10,x,10,9
Fibroblast inh,123,x,108,96,x,97
HUVEC inhibit,106,x,101,98,x,102
PostGolgi yeast,0,12,-6,1,1,-3
DAT uptake mod,0.73,-0.42,0.051,-0.9,-0.6,-1.3
PostGolgi ctrl,-2,32*,11,4,9,1
H69AR inhibit,107,x,95,100,x,105

13	CCn1nc([N+](=O)[O-])c(C(C#N)c2nc3cc(C(F)(F)F)ccc3s2)c(Cl)c1=O (configuration not stated)
14	O=C(NCCn1cccc1)c1cccc2ccccc12
15	COC(=O)c1c(NC(=O)CSc2nncs2)sc2c1CCCCC2
16	COC(=O)[C@H](C)NC(=O)NCc1ccccc1F
17	COc1cc(Cl)c(S(=O)(=O)NCc2ccccn2)cc1Cl
18	O=C(CSc1ccc2nnc(-c3ccccn3)n2n1)NCC1CCCO1 (configuration not stated)
Screen / compound no.,13,14,15,16,17,18
S1P2 ag,-3,0,-1,-7,-2,-3
E coli WT exp,1,10,0,-1,1,-4
S1P2 antag,-11,-5,22,18,-3,5
Fibroblast inh,x,99,91,106,102,102
HUVEC inhibit,x,91,93,94,92,103
PostGolgi yeast,17,4,-6,6,-6,2
DAT uptake mod,-0.65,-1.2,-0.82,0.73,-1.6,0.62
PostGolgi ctrl,36*,12,10,4,0,4
H69AR inhibit,x,86,51,96,110,107

19	NC(=O)C(c1ccc(Cl)cc1Cl)c1ncc(C(F)(F)F)cc1Cl (configuration not stated)
20	Cc1ccc(C(=O)c2c[nH]c(C(=O)NCCCN3CCOCC3)c2)cc1
21	CCOC(=O)N1CCC(NC(=O)c2cc3cc4cc(OC)ccc4nc3o2)CC1
22	CCOC(=O)c1sc(NC(=O)CSc2nc(C)cc(C)n2)c(C#N)c1C
23	CN(C)CCNC(=O)NC1CCCCC1
24	COc1ccccc1C(=O)Oc1ccc(N2C(=O)CCC2=O)cc1
Screen / compound no.,19,20,21,22,23,24
S1P2 ag,-5,-5,-8,-3,-3,-3
E coli WT exp,10,10,-16,-4,-1,0
S1P2 antag,13,10,14,-4,4,-18
Fibroblast inh,x,x,91,90,94,102
HUVEC inhibit,x,x,92,94,89,98
PostGolgi yeast,19,-3,3,-7,11,-4
DAT uptake mod,0.57,-0.38,-0.17,-0.17,-1.2,-0.63
PostGolgi ctrl,9,5,0,25,3,19
H69AR inhibit,x,x,38*,94,102,103

With a hit mark in S1P2 antag (from the list above):
No. | structure | S1P2 ag | S1P2 antag | DAT uptake mod
8 | COc1ccc(N=C2S/C(=C\c3ccc(N4CCOCC4)o3)C(=O)N2CCc2c[nH]c3ccccc23)cc1 | -4 | 48* | -0.42

Next results:
25	CCn1c(SCC(=O)N2CCN(c3ccc(Cl)cc3)CC2)nc2ccccc2c1=O
26	Cc1ccccc1Cn1nc(C)c(NC(=O)c2cc(-c3cccs3)on2)c1C
27	CCNc1nc(NCC)nc(SCCOC(=O)c2ccccc2)n1
28	Nc1cc(N)nc(SCc2cccnc2)n1
Screen / compound no.,25,26,27,28
S1P2 ag,-6,-8,0,-1
E coli WT exp,-6,-5,x,11
S1P2 antag,0,17,-17,-10
Fibroblast inh,102,x,95,105
HUVEC inhibit,105,x,102,100
PostGolgi yeast,-10,-2,x,-10
DAT uptake mod,-0.025,0.76,1.2,-0.4
PostGolgi ctrl,55*,-1,x,5
H69AR inhibit,92,x,77,93

Full records, looked up by structure:
Cc1ccccc1Cn1nc(C)c(NC(=O)c2cc(-c3cccs3)on2)c1C is entered as S1P2 ag: -8; E coli WT exp: -5; S1P2 antag: 17; Fibroblast inh: x; HUVEC inhibit: x; PostGolgi yeast: -2; DAT uptake mod: 0.76; PostGolgi ctrl: -1; H69AR inhibit: x
Nc1cc(N)nc(SCc2cccnc2)n1 is entered as S1P2 ag: -1; E coli WT exp: 11; S1P2 antag: -10; Fibroblast inh: 105; HUVEC inhibit: 100; PostGolgi yeast: -10; DAT uptake mod: -0.4; PostGolgi ctrl: 5; H69AR inhibit: 93

Bioassay records from PubChem.
